Bioassay records (PubChem BioAssay)
PLAP act = PLAP enzyme activators, biochemical, luminescence, HTS | Alkaline phosphatase, placental type (Homo sapiens), P05187 | purified PLAP enzyme, luminescent substrate read-out; hits give high values | activation fold at 20 µM | 96,000 tested, 1.2% active; in the data active = activation fold above about 2
Target sequence (P05187 whole entry, looked up): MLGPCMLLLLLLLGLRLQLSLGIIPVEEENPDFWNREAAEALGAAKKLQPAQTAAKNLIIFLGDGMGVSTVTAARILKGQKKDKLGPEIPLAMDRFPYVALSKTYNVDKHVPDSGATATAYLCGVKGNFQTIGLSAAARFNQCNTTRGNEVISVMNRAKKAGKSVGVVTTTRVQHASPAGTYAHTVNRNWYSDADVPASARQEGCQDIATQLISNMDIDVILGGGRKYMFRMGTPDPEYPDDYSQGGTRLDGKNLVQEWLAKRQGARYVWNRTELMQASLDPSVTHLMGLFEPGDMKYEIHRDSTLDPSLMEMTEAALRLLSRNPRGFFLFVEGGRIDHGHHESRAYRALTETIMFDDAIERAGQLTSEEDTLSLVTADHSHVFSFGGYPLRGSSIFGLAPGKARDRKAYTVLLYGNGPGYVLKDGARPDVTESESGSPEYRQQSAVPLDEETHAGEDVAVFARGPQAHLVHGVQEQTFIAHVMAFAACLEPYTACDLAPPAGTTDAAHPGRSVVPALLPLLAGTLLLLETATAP
CYP2C9 inh = blockers of cytochrome P450 2C9 activity – biochemical, luminescence, ADME assay, primary screen | CYP2C9 Supersomes, luciferin-H conversion | P11712 | inhibition, % at 5 µM | 96,000 tested, 20% active;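 active = blocking of liver enzyme CYP2C9 beyond about 50% at 5 µM, limit read from the data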; also: values of inactives mirror those of a sister screen read the other way
Plk1 PBD FP = Plk1 polo box domain binding inhibitors, primary screen, biochemical, fluorescence polarization; Plk1 PBD phosphopeptide binding; inhibition, %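 (tested at about 20 µM)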; 97,000 tested, 0.13% active; AID 693, 2007; in the data active = inhibition above about 34%, passing the limit was not always enough
CYP2C19 activ = human CYP2C19 activators, primary screen, biochemical, luminescence; Cytochrome P450 2C19 (Homo sapiens), P33261; activation factor at 5 µM; recombinant CYP2C19, luciferin-H EGE luminescence; hits give high values; 0 = fully inhibited enzyme, 1 = untreated enzyme; 96,000 tested, under 10 active; AID 1025, 2008;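 active = activation factor of at least 2 at 5 µM in the primary screen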;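 also: 0 = wells with 2.5 mM tranylcypromine and 1 = vehicle-only wells; values of inactives mirror those of a sister screen read the other way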
EphB4 ephrin blk = EphB4-ephrin-B2 interaction antagonists, primary screen, biochemical, TNYL-RAW peptide probe, fluorescence polarization; AID 720, 2007; EphB4 LBD / TNYL-RAW-Alexa532 peptide; inhibition, % at 7 µM; Ephrin type-B receptor 4 (Homo sapiens), P54760; 97,000 tested, 0.15% active;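 active = inhibition above the screen-wide mean inhibition plus 3 SD, cut at about 15% in these data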;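 also: 0% = DMSO wells and 100% = excess unlabeled TNYL-RAW peptide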
PLK1 inh = human PLK1 kinase inhibitors, primary screen, biochemical, TR-FRET; Serine/threonine-protein kinase PLK1 (Homo sapiens), P53350; recombinant PLK1 kinase, TR-FRET peptide phosphorylation; inhibition, % at 10 µM; AID 619, 2007; 97,000 tested, 0.53% active;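 active = inhibition of 50% or more in the single-concentration screen; inactive = inhibition below 50%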;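 also: 0% = DMSO max control and 100% = H-89 dihydrochloride min control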
CYP2C9 activ = human CYP2C9 activators, primary screen, biochemical, luminescence | Cytochrome P450 2C9 (Homo sapiens), P11712 | 96,000 tested, 1.4% active | activation factor at 5 µM | recombinant CYP2C9, luciferin-H conversion; hits give high values; factor 1 = untreated enzyme, 0 = blocked;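 active = activation factor of 2 or more for CYP2C9 at a 5 µM dose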;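 also: 0 = sulfaphenazole-blocked wells and 1 = vehicle-only wells; values of inactives mirror those of a sister screen read the other way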
CYP2C19 inhib = blockers of cytochrome P450 2C19 activity – biochemical, luminescence, ADME assay, primary screen; P33261; CYP2C19 Supersomes, luciferin-H EGE luminescence, 30 min; inhibition, % at 5 µM; 96,000 tested, 21% active; AID 778, 2007;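 active = CYP2C19 inhibition above a set limit at 5 µM in the primary screen, cut at about 50% in these data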;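 also: plate controls were negative control wells for no effect and 2.5 mM tranylcypromine positive control for full effect; values of inactives mirror those of a sister screen read the other way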
Rev-RRE block = HIV-1 Rev-RRE binding inhibitors, primary screen, biochemical, FRET, protein-RNA interaction. P05866. Rev peptide-RRE RNA binding. inhibition, % at 8 µM. 97,000 tested, 0.79% active;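 active = inhibition above the screen-wide mean plus 3 SD, cut at about 35% in these data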;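 also: 0% = median DMSO wells and 100% = median Neomycin B control wells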
Target sequence (P05866 whole entry, looked up): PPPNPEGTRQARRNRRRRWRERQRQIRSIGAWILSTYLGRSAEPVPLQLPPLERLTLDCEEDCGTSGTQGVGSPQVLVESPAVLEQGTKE
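Test system – labelled RRE RNA duplex and labelled Rev peptide · Signal – fluorescein-to-Cy5 FRET, 480 nm excitation · Evaluation – % inhibition of FRET ratio versus controls · Benchmarks – DMSO low control, neomycin B high control · Incubation – 5 min RNA-compound premix plus 15 min binding step, 25 °C · Medium – HEPES pH 7.5 salt buffer with EDTA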
The depositor's hits bear a star; / = no result given.

SMILES	PLAP act	CYP2C9 inh	Plk1 PBD FP	CYP2C19 activ	EphB4 ephrin blk	PLK1 inh	CYP2C9 activ	CYP2C19 inhib	Rev-RRE block
COc1ccccc1N1CCN(C(c2cccs2)c2nnnn2C2CCCC2)CC1 (stereo unspecified)	1.5	88*	18	0.1	7	-4	0.1	94*	10
COc1ccc(C(=O)Nc2nc3c(s2)Cc2cc(OC)ccc2-3)cc1	1	37	9	0.7	2	-5	0.6	34	1
COCC(C)n1c(C)cc(C(=O)CSc2nnc(Nc3ccccc3F)s2)c1C (stereo unspecified)	1.5	44	-25	0.3	5	-10	0.6	70*	3
Cc1c(NC(=O)CN2CCN(C(c3ccccc3)c3ccccc3)CC2)c(=O)n(-c2ccccc2)n1C	1.6	-4	-9	1	2	-10	1	1	-1
Cc1nccn1Cc1cccc2ccccc12	1.4	27	0	0.5	7	3	0.7	51*	10
[O-][N+]1=c2ccc(Nc3ccccc3)cc2=NC12CCCCC2	0.9	29	13	0.6	2	-1	0.7	41	-4
O=C1C2CCCN2C(c2ccc(F)cc2)N1c1ccc(Cl)cc1 (stereo unspecified)	0.9	37	6	0.6	-4	-1	0.6	38	3
CC(C)NC(=O)c1ccc(-c2cc(C(F)(F)F)ccc2Cl)o1	0.8	-74	-2	1	3	-13	1.7	0	4
CCCOc1nc2c(c(=O)n(C)c(=O)n2C)n1Cc1cccc2ccccc12	1.6	47	-10	0.8	-1	-4	0.5	24	6
CCOc1cc(C2C(C#N)=C(N)Oc3n[nH]c(CC)c32)ccc1OCCN1CCOCC1 (stereo unspecified)	/	/	-4	/	8	5	/	/	0
Cc1cc(NC(=O)CSc2nc(C3CCCCC3)nc3ccccc23)no1	0.9	25	23	0.8	-13	-3	0.7	23	-5
Cc1ccc(S(=O)(=O)N(C)CC(=O)N2CCCC2)cc1	/	/	-7	/	7	-7	/	/	7
O=C(OCc1cccs1)c1ccccc1NS(=O)(=O)c1ccc2c(c1)OCCO2	0.9	24	5	0.4	9	-13	0.8	60*	2
COc1ccc(N(C(=O)c2ccn[nH]2)C(C(=O)NC(C)(C)C)c2ccc(F)cc2)cc1 (stereo unspecified)	5.3	3	11	1	4	-9	1	4	3
COc1ccc(N2CCN(CCCNC(=O)CC3Oc4ccc(C)cc4NC3=O)CC2)cc1 (stereo unspecified)	1.4	77*	/	0.9	/	/	0.2	13	/
CC1CCCC(NC(=O)c2n[nH]c(=O)c3ccccc23)C1C (stereo unspecified)	1	20	-6	0.9	1	-4	0.8	5	-1
CC(=O)Nc1cc2c(cc1NC(=O)c1cnccn1)OCCO2	1	-3	-13	0.7	-2	-13	1	30	6
COc1cccc(NC(=O)C2CC(=O)N=C(N)S2)c1 (stereo unspecified)	1.2	-21	9	1.1	-5	-7	1.2	-13	3
O=C(c1ccc(CS(=O)(=O)c2cccc(C(F)(F)F)c2)o1)N1CCN(c2ccccn2)CC1	1.1	60*	-1	0.5	1	-2	0.4	54*	5
CCCCOC(=O)CSc1nnc(-c2ccc(Cl)cc2Cl)o1	1.1	-68	27	1	-10	-6	1.7	-3	8
Cn1c(=O)c2cc(S(=O)(=O)NC(C(=O)N3CCCCCC3)c3ccccc3)ccc2n(C)c1=O (stereo unspecified)	1.7	41	-9	0.5	1	-3	0.6	47	3
Cc1ccccc1C(=O)Nc1ccc(Br)c(C)n1	0.9	3	2	0.7	4	-1	1	32	6
COCCCNCCOCCOc1ccc(C)cc1[N+](=O)[O-]	1	7	4	0.6	-11	-5	0.9	39	0
Cc1ccc(S(=O)(=O)N2CCN(C(=O)CSc3nc4ccccc4c(=O)[nH]3)CC2)c(C)c1	1.2	26	4	1	2	-4	0.7	-2	9
Cc1ccc(N(CC(=O)O)C2SC(=O)NC2=O)cc1 (stereo unspecified)	1.1	5	-16	1	5	-4	0.9	-4	5
O=C(CN1C(=O)c2ccccc2S1(=O)=O)N1CCc2ccccc2C1	1.1	13	36	0.5	-1	-1	0.9	55*	2
N#C/C(=C/c1ccc(C(=O)O)cc1)C(=O)NCc1ccccc1	1	-9	28	1.1	-9	-3	1.1	-7	1
O=C(CSc1ncnc2ccccc12)N1CCCC1	0.9	-12	17	1.1	-2	0	1.1	-11	6
CNS(=O)(=O)c1cnccc1N1CCN(c2cccc(C)c2)CC1	1.5	58*	10	0.2	0	-7	0.4	79*	-4
COc1ccc(C2Nc3ccccc3C(=O)N2Cc2ccco2)cc1COc1ccc(F)cc1 (stereo unspecified)	/	/	8	/	3	-15	/	/	8
CCN(CC(F)(F)C(F)F)S(=O)(=O)c1ccc(NC(=O)OC)cc1	0.9	41	5	0.8	-7	0	0.6	22	0
Cn1c(CNS(=O)(=O)c2ccc(Br)cc2)n[nH]c1=S	1.2	49	-13	0.9	4	-12	0.5	12	3
COc1ccc(NC(=O)C=C(C)C)cc1Cl	1	14	-33	0.4	-2	-13	0.9	58*	5
CC(CCc1ccccc1)NCc1ccncc1 (stereo unspecified)	0.8	83*	8	0	-2	-10	0.2	96*	0
COC(=O)C(/C=N/OCc1ccc([N+](=O)[O-])cc1)NC(=O)c1ccccc1 (stereo unspecified)	0.9	36	-2	0.6	5	-12	0.6	40	7
S=C(NCCSCc1ccc(Cl)cc1)Nc1ccccc1	0.9	52*	-1	0.5	-2	0	0.5	51*	5
CCCCn1c2nc3ccccc3nc2c2c(=O)n(CCC)cnc21	0.9	25	7	0.8	0	-7	0.8	16	1
COC(=O)c1ccc(COc2ccc3c(C)c(C)c(=O)oc3c2C)o1	1.3	10	-7	1.1	22*	-12	0.9	-12	7
C/C(=N\NC(=O)C(NC(=O)c1ccccc1)C(C)C)c1ccccc1 (stereo unspecified)	1.2	-4	22	0.7	0	-11	1	32	0
COc1cc(C2C(C#N)=C(C)NC3=C2C(=O)c2ccccc23)cc(OC)c1OC (stereo unspecified)	1	98*	-5	0.7	8	-8	0	29	3
Cn1c(=O)c2c(n(C)c1=O)=NC1(CCCCC1)N=2	1	13	22	0.9	3	-8	0.9	12	7
O=C(O)c1ccc(COc2cccc(CO)c2)cc1	1	31	18	0.1	-7	-5	0.7	86*	4
CC(C)Cc1nc(N2CCCCC2)c(C#N)c2c1CCC2	1.1	3	-7	1	10	-8	1	0	16
COc1ccc(Cl)cc1N(CC(=O)Nc1ccc2c(c1)OCO2)S(C)(=O)=O	1.4	86*	-19	0.1	0	-7	0.1	95*	1
COC(=O)CC(NC(=O)c1ccco1)c1cccc2ccccc12 (stereo unspecified)	0.9	21	5	0.4	3	-3	0.8	64*	8
CC(=O)Nc1ccc(C(=O)OCc2ccc(Cl)cc2)cc1	0.9	75*	9	0.4	2	-4	0.2	63*	8
Oc1ccc(-c2nc3cnccn3c2Nc2ccc3c(c2)OCCO3)cc1	1.3	96*	11	0	-4	13	0	98*	1
Cc1cc(NC(=O)COC(=O)COc2ccc3c(c2)CCC3)no1	0.8	-5	/	0.9	/	/	1	6	/
COc1ccc(C(OC(=O)c2ccco2)C(=O)NCc2ccco2)cc1 (stereo unspecified)	0.9	20	-8	0.9	-3	-3	0.8	13	0
CCOC(=O)c1oc2ccccc2c1NC(=O)CN1CCN(C)CC1	1.5	23	6	0.8	-4	-3	0.8	20	2
Cc1[nH]n2c(=O)cc(-c3ccc([N+](=O)[O-])cc3)nc2c1-c1ccccc1	/	/	35*	/	-4	-2	/	/	1
FC(F)(F)c1cccc(NCc2cn3cccnc3n2)c1	0.9	0	-4	0.7	-1	-11	1	25	-1
O=C(NC(=O)c1cccc(Cl)c1)OC[C@@H]1CCCN2CCCCC12 (stereo partly specified)	0.9	5	-8	1	4	-10	0.9	2	7
CCC(=O)OCCNc1cc(Sc2nc3ccccc3s2)c2nonc2c1[N+](=O)[O-]	1.2	54*	-4	0.7	3	27	0.5	31	8
O=C1CC(c2ccccc2)n2ncnc2N1 (stereo unspecified)	1.1	-9	-4	0.7	6	-5	1.1	27	2
CC1CCCCN1CC(=O)NCc1ccc2c(c1)OCO2 (stereo unspecified)	1.4	-7	-12	0.3	2	6	1.1	70*	7
Cn1c(-c2ccc3c(c2)OCO3)cnc1NCc1cccc(Cl)c1	0.8	31	0	0.7	-5	24	0.7	32	-9
CCC(C)NC(=O)C(CCSC)NC(=O)c1ccccc1 (stereo unspecified)	0.9	35	-10	0.7	-1	-31	0.6	26	10
CCCNC(=O)Nc1cc(OCC)c(N2CCOCC2)cc1OCC	1.3	24	/	1.1	/	/	0.8	-11	/
c1ccc2c(c1)Cc1cc(CN3CCOCC3)ccc1-2	1.2	15	-3	0.4	4	-9	0.8	62*	4

Following part:
SMILES	PLAP act	CYP2C9 inh	Plk1 PBD FP	CYP2C19 activ	EphB4 ephrin blk	PLK1 inh	CYP2C9 activ	CYP2C19 inhib	Rev-RRE block
COC(=O)CN(c1c(C)cccc1C)S(C)(=O)=O	1	1	/	0.4	/	/	1	56*	/
CN(Cc1ccccc1)c1nc2c(c(=O)[nH]c(=O)n2C)n1CCCc1ccccc1	1.6	49	-3	0.8	-8	6	0.5	21	1
CC1(c2ccccc2)CC(C)(C)N(C(=O)C2CCCO2)c2ccccc21 (stereo unspecified)	1.7	66*	-11	0.2	-1	-13	0.3	77*	10
CCN(CC)C(=O)CN(c1ccc2c(c1)OCO2)S(C)(=O)=O	0.9	4	19	0.7	-10	-7	1	27	7
Cc1csc(SCC(=O)O)n1	1	3	5	1	-5	-3	1	4	5
CC(=O)NC(C)C12CC3CC(CC(CC(=O)O)(C3)C1)C2 (stereo unspecified)	1.1	-17	5	1.2	-9	-9	1.2	-15	3
COC(=O)c1ccccc1NC(=O)c1nc2nc(C)cc(C(F)F)n2n1	1.2	-26	1	1	2	5	1.3	5	8
Cc1ncsc1CCOC(=O)C12CC3CC(CC(C3)C1)C2	0.9	14	-22	0.8	-7	3	0.9	17	10
NC(=O)Cn1c(=O)n(CCc2ccccc2)c(=O)c2c3c(sc21)CCCC3	1.1	1	14	0.8	0	-3	1	20	8
O=C1c2oc3ccccc3c(=O)c2C(c2cccc(Br)c2)N1Cc1ccco1 (stereo unspecified)	1	15	29	0.9	-5	-3	0.9	11	-3
